HCMV antiviral – qHTS Assay for inhibitors of the human cytomegalovirus (HCMV); HFF cells, HCMV-luciferase reporter, 72 h; active compounds read low; activity change, negative = inhibition, % at 57.5 µM; hit rate 4.5% among 410,000; in the data active = activity change below about -60%; inconclusive = no clear call, values can overlap the other calls; inactive = above about -39%
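Compounds were evaluated in HFFs infected with an HCMV luciferase reporter virus (MOI 1 PFU/cell). Luciferase in lysates collected 72 h post infection served as the replication measure.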
HCV inhibitor – qHTS Assay for Inhibitors of Hepatitis C Virus (HCV); Huh7.5.1 HCVcc-Cre infection, luciferase reporter, 44 h; Potency, µM (highest dose often 41.8 µM), for inactives: at the highest dose activity change, negative = inhibition, usual class: inhibitors; hit rate 3.4% among 340,000; AID 651820, 2012; also: potency is read from the fitted curve at half-maximal effect
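After 44 h co-culture of compound, cells and HCVcc-Cre (~0.5 moi), substrate is added for 15 min at room temperature and luciferase measured over 15 sec. Cells were seeded at 1,000/well and pre-cultured 4 h.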
Sm TGR inh – qHTS Assay for the Inhibitors of Schistosoma Mansoni Peroxiredoxins | hit rate 3% among 360,000 | purified TGR, DTNB reduction, TNB absorbance 405 nm | Potency, µM (top dose mostly 114 µM), inactives show at the top dose activity change, negative = inhibition, usual class: inhibitors | Schistosoma mansoni thioredoxin glutathione reductase (TGR), Q962Y6; also: potency is read from the fitted curve at half-maximal effect; nearly all actives have a fitted effect of over 60% in size
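Kinetic colorimetric format: TGR-catalysed, NADPH-driven DTNB reduction monitored via TNB absorbance. Enzyme dispensed at 20 nM; compound exposure 15 min at room temperature before reaction start.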
AmpC inh no detg – qHTS Inhibitors of AmpC Beta-Lactamase (assay without detergent) | AID 485341, 2010 | Potency, µM (series often up to 57.1 µM), inactives show at the top dose activity change, negative = inhibition, actives largely listed as inhibitors | hit rate 0.52% among 330,000 | P00811 | AmpC nitrocefin hydrolysis, absorbance 480 nm, 0.0001% Triton;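 also: potency is read from the fitted curve at half-maximal effect; plate controls were no compound for no effect and no enzyme for full effect; nearly all actives have a fitted effect of over 20% in size; some results filed as inactive show a strong effect at the top dose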
Target sequence (P00811 whole entry, looked up): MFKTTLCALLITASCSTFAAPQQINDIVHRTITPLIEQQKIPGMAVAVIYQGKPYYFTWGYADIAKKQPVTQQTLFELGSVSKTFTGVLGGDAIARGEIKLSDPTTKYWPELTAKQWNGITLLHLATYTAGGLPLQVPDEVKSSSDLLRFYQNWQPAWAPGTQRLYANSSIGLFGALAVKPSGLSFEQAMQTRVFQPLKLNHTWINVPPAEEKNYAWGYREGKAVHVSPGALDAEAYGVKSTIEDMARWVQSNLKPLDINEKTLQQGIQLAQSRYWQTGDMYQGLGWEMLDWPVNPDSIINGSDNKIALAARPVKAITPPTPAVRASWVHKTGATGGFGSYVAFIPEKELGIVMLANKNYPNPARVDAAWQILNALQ
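AmpC (5.3 nM in the dispensed reagent) in 20 mM phosphate pH 7.0 with 0.01% (detergent screen) or 0.0001% Triton X-100 was preincubated with compounds for 15 min at room temperature. Nitrocefin was then added from an 800 uM solution, and hydrolysis was followed at 480 nm.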
AmpC inh detg – qHTS Inhibitors of AmpC Beta-Lactamase (assay with detergent); hit rate 0.041% among 370,000; Potency, µM (highest dose often 114 µM), inactives show at the top dose activity change, negative = inhibition, usual class: inhibitors; P00811; AmpC hydrolysis of nitrocefin, absorbance 480 nm, 0.01% Triton;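 also: potency is read from the fitted curve at half-maximal effect; 0% = no-compound wells and -100% = no-enzyme wells; nearly all actives have a fitted effect of over 25% in size; some results filed as inactive show a strong effect at the top dose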
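20 mM phosphate pH 7.0 + 0.01% (detergent screen) or 0.0001% Triton X-100; 5.3 nM AmpC reagent; cpd preinc 15 min RT; nitrocefin (800 uM stock) to start; A480 q20 s × 4 min; Activity was normalised to no-enzyme and no-compound control wells.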
FBPA Giardia inh – qHTS Assay for Inhibitors of Fructose-1,6-bisphosphate Aldolase from Giardia Lamblia; purified Giardia FBPA; A8B2U2; hit rate 0.71% among 290,000; Potency, µM (series often up to 59.6 µM), without a hit: at the highest dose activity, negative = inhibition, most hits filed as inhibitors; also: potency is read from the fitted curve at half-maximal effect; nearly all actives have a fitted effect of over 55% in size
Target sequence (A8B2U2 whole entry, looked up): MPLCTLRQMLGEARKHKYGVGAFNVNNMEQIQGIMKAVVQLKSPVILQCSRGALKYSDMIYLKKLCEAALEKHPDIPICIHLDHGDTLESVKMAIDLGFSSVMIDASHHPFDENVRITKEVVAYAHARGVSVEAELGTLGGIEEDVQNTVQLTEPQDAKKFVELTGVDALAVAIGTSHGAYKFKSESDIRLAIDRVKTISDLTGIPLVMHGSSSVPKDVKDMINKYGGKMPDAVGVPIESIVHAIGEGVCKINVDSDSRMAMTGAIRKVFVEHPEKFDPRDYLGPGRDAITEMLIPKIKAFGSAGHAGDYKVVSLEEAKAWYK
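Giardia FBPA (40 nM reagent) was preincubated 10 min at RT with compound (up to 57.5 uM final), then substrate plus GAPDH/TPI/NAD/arsenate coupling system with diaphorase/resazurin was added; resorufin fluorescence (525/598 nm) was read after 20 min.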
Numbers without * were called inactive; ? = inconclusive; nt = no result given; & = joins results of further samples; [ ] = remark or other dose. Unless noted, calls follow the shape of the dose curve; as a rule, active = well fitted curve in the direction sought with a large enough effect; inconclusive = small, poorly fitted or top-dose-only effect, or another doubt; inactive = no such curve, though single readings can be large; an effect the other way counts as inactive or inconclusive. Unless noted, % is scaled to controls: 0 for no effect and ±100 for the full control effect.

[1] COc1ccccc1/C=C/C(=O)c1ccc(NC(C)=O)cc1
[2] COc1ccc(NS(=O)(=O)c2ccc3c(c2)NC(=O)CO3)cc1
[3] Cc1ccc(S(=O)(=O)NCc2ccc(C(=O)N3CCN(Cc4ccccc4)CC3)cc2)cc1
[4] CCc1ccc(C(C)NC(=O)c2ccc(F)cc2)cc1 (stereo not drawn)
[5] CC1C(=O)N2CCCc3cc(S(=O)(=O)NCCc4ccccc4)cc1c32 (stereo not drawn)
[6] CC(C)CCNc1nc(-c2ccco2)c2c(c1C#N)CCCC2
[7] COc1ccc(CN(C)C(=O)Cn2ccc(NC(=O)OCc3ccccc3)nc2=O)cc1OC
[8] Cn1c(=O)c2c(SCC(=O)N3CCCC3)nc(CC(C)(C)C)nc2n(C)c1=O

Assay by compound	1	2	3	4	5	6	7	8
HCMV antiviral	-102*	?	-93*	5	?	-18	-12	2
HCV inhibitor	?	-15%	4µM*	8%	?	-4%	?	-2%
Sm TGR inh	-21%	-1%	-28%	8%	2%	40µM*	0%	-1%
AmpC inh no detg	nt	-24%	82%[activator]	-9%	2%	-6%	34%	3%
AmpC inh detg	nt	5%	?	-3%	3%	-5%	-5%	-15%
FBPA Giardia inh	1%	3%	4%	-1%	nt	0%	nt	nt

[9] CCOCCCNC(=O)c1ccc(NC(=O)C2=CSCCO2)cc1
[10] COc1ccc(NC(=O)N2CCc3c(sc4c3CCCC4)C2c2ccc(F)cc2)cc1 (stereo not drawn)
[11] COc1ccccc1C(=O)NCCNc1ccc([N+](=O)[O-])cc1Cl
[12] CN(c1ccccc1C(=O)N1CCN(Cc2ccc3c(c2)OCO3)CC1)S(C)(=O)=O
[13] CCOC(=O)c1cc(NC(=O)c2ccc(OC)cc2)c(=O)oc1-c1ccccc1
[14] CCCOC1CCCN(Cc2cn(C)nc2-c2ccccc2F)C1 (stereo not drawn)
[15] CN(C)c1ccc(/C=C(/C#N)C(=O)NCc2ccccc2)o1
[16] CCC(CO)Oc1cc(NC(=O)Cc2ccccc2)c2ncn(C(C)C)c2c1 (stereo not drawn)

Assay by compound	9	10	11	12	13	14	15	16
HCMV antiviral	13	-16	3	13	-34	-25	-26	-16
HCV inhibitor	-7%	nt	?	-4%	-8%	4%	-20%	?
Sm TGR inh	-9%	-2%	-20%	-12%	25%	-9%	-27%	nt
AmpC inh no detg	0%	nt	-15%	-21%	-20%	4%	-50%	-5%
AmpC inh detg	2%	5%	-11%	?	-8%	1%	?	nt
FBPA Giardia inh	nt	nt	1%	0%	-4%	-1%	-5%	nt

[17] COc1cc(/C=N/Nc2nnc3c(n2)[nH]c2ccccc23)ccc1O
[18] COc1ccc(-c2cc(-c3ccccc3)no2)cc1
[19] N#Cc1ccc(S(=O)(=O)N2CCC(C(=O)Nc3cccc(C(=O)NC4CC4)c3)CC2)cc1
[20] Cc1ccccc1NC(=O)Cn1c(O)c(N=NC(=O)c2ccccc2O)c2ccccc21
[21] O=C(O)C12C[C@H]3C[C@@H](C1)CC(n1ncc(N4CCN(c5ccccc5)CC4)c(Cl)c1=O)(C3)C2
[22] CCn1cc(CN2CCN(Cc3ccc(C)o3)C(CCO)C2)c2ccccc21 (stereo not drawn)
[23] Cc1ccc(NC(=O)c2ccc3c(c2)OCO3)cc1Cl
[24] CCN1CC2=C(OC(N)=C(C#N)C2c2cccs2)/C(=C\c2cccs2)C1 (stereo not drawn)

Assay by compound	17	18	19	20	21	22	23	24
HCMV antiviral	15	-39	14	14	-33	66	52	-30
HCV inhibitor	?	-7%	?	0%	10%	3%	4%	14µM*
Sm TGR inh	5%	0%	5%	-20%	5%	?	1%	-21%
AmpC inh no detg	2%	-24%	-13%	-53%	-16%	-1%	-37%	-26%
AmpC inh detg	-11%	-14%	5%	-17%	3%	4%	-13%	?
FBPA Giardia inh	-10%	nt	nt	-22%	-3%	0%	-1%	-28%

[25] CCNC(=O)NC(=O)COC(=O)CCCSc1nc2ccccc2s1
[26] c1ccc(C2[C@H]3CN(Cc4cccnc4)[C@H](c4ccccc4)C34CC2(c2ccccc2)C4)cc1 (stereo partly drawn)
[27] Cc1ccccc1Cn1c(=O)n(Cc2ccco2)c(=O)c2oc3ccccc3c21
[28] O=C(NC(=S)NNC(=O)c1ccccc1O)c1cccnc1
[29] Cc1ccc(-n2ncc3c(Nc4ccc5c(c4)OCCO5)ncnc32)cc1Cl
[30] CC(OC(=O)CC1CCCC1)C(=O)Nc1ccc(Cl)cn1 (stereo not drawn)
[31] O=C(O)COc1ccccc1/C=N/NC(=O)COc1ccc(-c2ccccc2)cc1
[32] CCOc1ccc(Cc2nnc(SCC(=O)c3ccc(OC)cc3)o2)cc1

Assay by compound	25	26	27	28	29	30	31	32
HCMV antiviral	-31	-6	6	85	-24	-2	-32	1
HCV inhibitor	0%	-1%	nt	5%	nt	8%	9%	8.9µM*
Sm TGR inh	-2%	-1%	-11%	-5%	-2%	-12%	2%	-1%
AmpC inh no detg	33%	-4%	nt	-10%	nt	-14%	-31%	25%
AmpC inh detg	-2%	2%	2%	-10%	-5%	0%	2%	-11%
FBPA Giardia inh	0%	2%&9%	nt	20%	nt	nt	nt	1%

[33] CCN(CC)S(=O)(=O)c1ccc(OC)c(NC(=O)c2ccc(-n3cncn3)c([N+](=O)[O-])c2)c1
[34] CC(=O)Nc1ccc(S(=O)(=O)Nc2nc3ccccc3nc2Nc2cccc(S(N)(=O)=O)c2)cc1
[35] CC(Sc1nnc2ccccn12)C(=O)NCc1ccc2c(c1)OCO2 (stereo not drawn)
[36] CCOC(=O)c1nnn(-c2nonc2N)c1-c1ccc(Cl)cc1
[37] COc1ccc(-n2c(C)c([N+](=O)[O-])c3ccc(O)c(CN4CCCCC4)c32)cc1
[38] CCOC(=O)N1CCN(C(=O)c2c(-c3ccccc3Cl)noc2C)CC1
[39] CC(C)(C)NC(=O)CN(C(=O)CCN1CCCc2ccccc21)C(C)(C)C
[40] Cc1c(Br)c([N+](=O)[O-])nn1CC(=O)Nc1sc2c(c1C(=O)OC(C)C)CCCC2

Assay by compound	33	34	35	36	37	38	39	40
HCMV antiviral	-23	-39	-38	?	-73*	0	42	74
HCV inhibitor	-19%	?	-7%	-1%	-12%	8%	-2%	?
Sm TGR inh	2%	-24%	16%	6%	11%	-3%	-25%	6%
AmpC inh no detg	-10%	-40%	-10%	1%	34%	21%	67%[activator]	-2%
AmpC inh detg	?	3%	5%	4%	?	-5%	?	3%
FBPA Giardia inh	nt	16%	2%	-5%	-8%	3%	-9%	8%

[41] Cc1nnc(-c2cnn(C)c2N)n1Cc1ccccc1
[42] Cc1cccc(C(=O)OCc2cc(=O)n3nc(C4CC4)sc3n2)c1
[43] COC(=O)c1cc(=O)n(C2CC2)c(=NC2CC2)s1
[44] CC(=O)NC(C)c1nc2ccccc2n1C(C)C (stereo not drawn)
[45] CNC[C@H]1Oc2c(NC(=O)c3ccc(-c4nccs4)cc3)cccc2C(=O)N([C@@H](C)CO)C[C@@H]1C
[46] Fc1ccc2c(c1)nnn2C1CCN(Cc2nnnn2C2CCCCC2)CC1
[47] Cn1ccc(C(=O)Oc2ccc(C(=O)Nc3ccc(F)cc3F)cc2)n1
[48] CNC(=S)NC1(C)CCS(=O)(=O)C1 (stereo not drawn)

Assay by compound	41	42	43	44	45	46	47	48
HCMV antiviral	69	0	-10	27	5	21	?	3
HCV inhibitor	23%	nt	-3%	-2%	0%	7%	37%[activator]	1%
Sm TGR inh	3%	6%	0%	4%	nt	8%	-2%	6%
AmpC inh no detg	-13%	nt	-1%	0%	47%	75%[activator]	2%	-16%
AmpC inh detg	4%	8%	5%	-8%	nt	3%	-3%	5%
FBPA Giardia inh	3%	nt	5%	1%	nt	?	-3%	-12%

[49] CCOc1ccc(Br)cc1C(=S)N1CCCC1
[50] O=C(O)C1CSC(c2cccnc2)N1 (stereo not drawn)
[51] CC(Sc1cccc[n+]1[O-])C(=O)Nc1cc(Cl)c(Cl)cc1Cl (stereo not drawn)
[52] Cc1cccc(-n2ncc3c2CCCC3NC(=O)C2CCOCC2)c1C (stereo not drawn)
[53] CCN(CC)c1nc2ccccc2nc1C(=O)Nc1cccc(C(C)=O)c1
[54] CN(C(=O)C1CCCCC1)C1(C)CCS(=O)(=O)C1 (stereo not drawn)
[55] O=C1CC(C(=O)Nc2ncccn2)C(c2ccccc2)O1 (stereo not drawn)
[56] CCOc1ccccc1C(=O)NC1CC2CCCC(C1)N2C1CC1 (stereo not drawn)

Assay by compound	49	50	51	52	53	54	55	56
HCMV antiviral	-24	-3	-3	-38	-18	-20	8	18
HCV inhibitor	3%	1%	-4%	22µM*	nt	-5%	3%	-16%
Sm TGR inh	9%	11%	nt	-8%	3%	2%	0%	0%
AmpC inh no detg	-12%	-12%	-8%	43%	nt	-12%	4%	2%
AmpC inh detg	?	-10%	nt	-1%	9%	-11%	-5%	-12%
FBPA Giardia inh	-2%	?	nt	nt	nt	nt	1%	3%

Shown as a markdown table: part of the list above.
| cpd | SMILES | HCMV antiviral | HCV inhibitor | Sm TGR inh | AmpC inh no detg | AmpC inh detg | FBPA Giardia inh |
| --- | --- | --- | --- | --- | --- | --- | --- |
| 45 | CNC[C@H]1Oc2c(NC(=O)c3ccc(-c4nccs4)cc3)cccc2C(=O)N([C@@H](C)CO)C[C@@H]1C | 5 | 0% | nt | 47% | nt | nt |
| 46 | Fc1ccc2c(c1)nnn2C1CCN(Cc2nnnn2C2CCCCC2)CC1 | 21 | 7% | 8% | 75%[activator] | 3% | ? |
| 47 | Cn1ccc(C(=O)Oc2ccc(C(=O)Nc3ccc(F)cc3F)cc2)n1 | ? | 37%[activator] | -2% | 2% | -3% | -3% |
| 48 | CNC(=S)NC1(C)CCS(=O)(=O)C1 (stereo not drawn) | 3 | 1% | 6% | -16% | 5% | -12% |
| 49 | CCOc1ccc(Br)cc1C(=S)N1CCCC1 | -24 | 3% | 9% | -12% | ? | -2% |
| 50 | O=C(O)C1CSC(c2cccnc2)N1 (stereo not drawn) | -3 | 1% | 11% | -12% | -10% | ? |
| 51 | CC(Sc1cccc[n+]1[O-])C(=O)Nc1cc(Cl)c(Cl)cc1Cl (stereo not drawn) | -3 | -4% | nt | -8% | nt | nt |
| 52 | Cc1cccc(-n2ncc3c2CCCC3NC(=O)C2CCOCC2)c1C (stereo not drawn) | -38 | 22µM* | -8% | 43% | -1% | nt |
| 53 | CCN(CC)c1nc2ccccc2nc1C(=O)Nc1cccc(C(C)=O)c1 | -18 | nt | 3% | nt | 9% | nt |
| 54 | CN(C(=O)C1CCCCC1)C1(C)CCS(=O)(=O)C1 (stereo not drawn) | -20 | -5% | 2% | -12% | -11% | nt |

Source: PubChem
